AddAB inh – less growth of phage-infected E. coli with AddAB; E. coli expressing H. pylori AddAB, absorbance growth; inhibition, % at 11.9 µM; 0.29% of 330,000 active; AID 435030; in the data active = inhibition above about 12%;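 also: 0% = vehicle wells of infected cells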
SUMO Mot1 rescue – inhibitors of SUMOylation pathway: yeast Mot1-301 growth rescue. S. cerevisiae Mot1-301 growth rescue, ATP luminescence, 38.5C; percent above DMSO median, 100 means doubled. growth rescue, % at 18.8 µM. 1% of 320,000 active. AID 2716;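 active = every valid replicate shows activation above 250% relative to neutral control wells; inactive = the rest, any valid replicate at or below 250%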;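 also: OY570 slx delta 5 strain wells were the positive control but not used for scaling; some compounds called inactive have numbers as strong as hits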
DAGLB inh – blocks human DAGLB lipase activity | AID 504411 | 0.059% of 340,000 active | Q8NCG7 | HEK293T DAGLB membrane lysate, EnzChek fluorogenic substrate | inhibition, % at 5.17 µM; in the data active = inhibition above about 34%;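 also: 0% = enzyme with vehicle and 100% = wells lacking enzyme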
PKA-R2B act – activators of human PKA-R2B complex. PKA-R2B holoenzyme dissociation, Cy5-IP20 fluorescence polarization; R2B truncated from residue 108, S112A mutant; 0% DMSO only, 100% 113 µM cGMP. AID 504700. activation, % at 11.4 µM. 0.079% of 340,000 active. P22694+P31323;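 active = activation above a cutoff set at the mean over all compounds plus 3 SD, cut at about 18% in these data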;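 also: higher means more holoenzyme dissociation and a rise in polarization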
Target sequence (P31323 whole entry, looked up, other chains not shown, the tested form may be a part): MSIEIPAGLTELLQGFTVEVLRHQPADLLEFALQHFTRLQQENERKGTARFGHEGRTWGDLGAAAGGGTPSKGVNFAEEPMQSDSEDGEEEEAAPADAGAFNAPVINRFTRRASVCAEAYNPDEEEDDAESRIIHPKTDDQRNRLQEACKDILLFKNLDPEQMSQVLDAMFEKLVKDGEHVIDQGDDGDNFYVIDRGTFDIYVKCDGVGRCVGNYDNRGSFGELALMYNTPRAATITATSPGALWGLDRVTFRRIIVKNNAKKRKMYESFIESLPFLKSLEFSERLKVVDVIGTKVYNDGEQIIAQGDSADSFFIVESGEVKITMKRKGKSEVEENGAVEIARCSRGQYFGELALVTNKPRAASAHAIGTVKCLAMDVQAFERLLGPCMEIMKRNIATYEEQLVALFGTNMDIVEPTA
PKA-R1A act – activates the PKA-R1A holoenzyme complex; activation, % at 11.4 µM; 0.083% of 340,000 active; P00514+P68181; PKA-R1A dissociation, Cy5-IP20 fluorescence polarization; scaled: DMSO 0%, 113 µM cGMP 100%; AID 504707;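 active = percent activation above the mean of all tested compounds plus 3 SD, cut at about 19% in these data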;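 also: higher means more PKAc released from R1A so a rise in polarization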
E coli growth – bacterial growth inhibition, counter-screen for AddAB inhibitors | inhibition, % at 11.9 µM | 0.27% of 330,000 active | E. coli V3065 growth, OD600 absorbance, 18 h;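 active = inhibition above the campaign's mean inhibition across all tested compounds plus 3 SD, cut at about 9.9% in these data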;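 also: uninfected addAB+ strain grown without phage in ampicillin broth; 0% = DMSO wells and 100% = ciprofloxacin 0.95 µg/ml wells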
CDK5 inh – CDK5/p35 (human) kinase inhibition | Q00535+Q15078 | Recombinant CDK5/p35, ADP-Glo luminescence, 60 min | inhibition, % at 10 µM | 0.01% of 330,000 active;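 active = highest replicate inhibition of at least 50% and at least 75% of replicates reaching 50%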;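 also: plate controls were DMSO neutral control for no effect and GW8510 at 10 µM for full effect; many of its hits are not listed in these tables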
HTR5A inv ag – counter-screen for OPRM1-OPRD1 inverse agonists: human HTR5A inverse agonism | P47898 | 0.083% of 340,000 active | AID 504634 | HTR5A cell line, luminescence | inhibition, % at 9.3 µM; in the data active = inhibition mostly above about 23%, no sharp cut-off; inactive = mostly below about 18%;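 also: 0% = cells with DMSO and 100% = no-cell wells with DMSO; some compounds called inactive have numbers as strong as hits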
Target sequence (P47898 whole entry, looked up): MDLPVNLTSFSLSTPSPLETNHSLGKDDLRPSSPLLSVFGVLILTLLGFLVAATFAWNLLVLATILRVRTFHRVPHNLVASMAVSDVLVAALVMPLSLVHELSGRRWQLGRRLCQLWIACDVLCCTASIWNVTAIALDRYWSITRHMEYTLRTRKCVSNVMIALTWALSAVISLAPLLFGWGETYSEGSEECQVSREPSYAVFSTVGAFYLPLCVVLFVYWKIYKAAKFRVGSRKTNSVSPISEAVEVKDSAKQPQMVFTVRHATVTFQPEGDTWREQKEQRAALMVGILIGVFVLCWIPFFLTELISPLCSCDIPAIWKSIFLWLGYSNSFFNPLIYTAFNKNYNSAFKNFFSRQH
phage Ecoli inh – E. coli growth loss with phage present; growth absorbance; inhibition, % at 11.9 µM; 0.26% of 360,000 active; in the data active = inhibition above about 11%
HTR5A ag – counter-screen for OPRM1-OPRD1 agonists: human HTR5A agonism; HTR5A agonist assay, luminescence, cell-based; activation, % at 9.3 µM; 0.61% of 340,000 active; AID 504692; in the data active = activation mostly above about 9.5%, no sharp cut-off; inactive = mostly below about 7.6%;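 also: 0% = cells with vehicle only and 100% = reference agonist; strong numbers were not always called active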
Tat transport – inhibitors of E. coli Tat protein transport | E. coli MC4100 TorA-mCherry Tat export, fluorescence | inhibition, % at 10 µM | 0.036% of 340,000 active | AID 488895;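 active = mean replicate inhibition at least 50% and at least half of replicates individually reaching 50%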;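 also: exported cargo escapes ClpAP degradation while cytoplasmic cargo is degraded and loses fluorescence; 0% = median of neutral control wells and 100% = median of NaSCN control wells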
Numbers without * were called inactive; / = not tested or not shown; & = joins results of further samples.

cpd	canonical_smiles	AddAB inh	SUMO Mot1 rescue	DAGLB inh	PKA-R2B act	PKA-R1A act	E coli growth	CDK5 inh	HTR5A inv ag	phage Ecoli inh	HTR5A ag	Tat transport
1	O=C(NC12CC3CC(CC(C3)C1)C2)c1ccc([N+](=O)[O-])o1	5.8	-15	-3	1	-1	-2.8	0.0	1	1.5	0	3
2	COC(=O)[C@H](Cc1ccc(O)cc1)NC(=O)Cn1cnc2c(SC)nc(N)nc21	2.4	/	-1	-16	-7	0.7	2.1	/	2.4	/	-4
3	CCOC(=O)N1CCN(C(=O)CCCn2nc(C)c3sc4ccccc4c3c2=O)CC1	3.5	-1	-1	-7	-10	-1.8	7.3	-22	-0.7	8	0
4	COc1ccc(-n2c(C)cc(C)c(C(C)=O)c2=S)cc1	-0.8	-10	0	3	-6	-4.2	-1.3	-4	5.9	-1	4
5	COc1ccccc1N1CCN(C(=O)c2ccc(CSc3ccccc3)cc2)CC1	4.4	0	-8	-6	-2	-0.9	-1.7	20	0.6	0	19
6	Cc1cccc(C)c1N1C(=O)CC(N2CCSCC2)C1=O (stereo not drawn)	-0.4	56	-2	4	11	2.6	0.5	-14	1.7	5	4
7	CC(=O)N1CCN(C(=O)COc2ccccc2C(=O)Nc2ccccc2)CC1	5.1	93	1	-5	4	2.8	1.2	-5	0.8	2	1
8	CC(C)N1C(=O)/C(=C\c2nc3ccccc3c(=O)[nH]2)c2ccccc21	1.3	-11	8	-2	2	-2.0	0.0	-7	2.8	-1	-1
9	CC(=O)N(CCCN(C)C)CCC(C)CCC=C(C)C (stereo not drawn)	0.8	-19	-2	-6	-4	0.6	0.6	-3	-1.1	5	-5
10	Cc1ccc(C(=O)OCC(=O)Nc2ccc(Cl)cn2)s1	0.0	10	-9	2	-7	0.9	-0.7	-1	4.0	1	-12
11	CCOC(=O)c1cc(-c2ccccc2C)nn1CC1CC(c2ccc(OC)cc2)=NO1 (stereo not drawn)	1.9	-5	-10	8	9	2.5	0.0	-13	2.9	6	0
12	CCC(=O)NCCc1nc2cc(NC(=O)c3ccccc3Cl)ccc2n1C	/	-7	-2	1	-5	/	1.8	-4	2.1	1	8
13	CCCNC(=O)N(C)c1nncnc1C(=O)NC	-0.7	-5	-1	-3	-20	0.2	-1.7	-7	-0.7	2	-5
14	COc1ccc(C(=O)NNC(=O)Nc2ccc(Cl)cc2)cc1	0.3	-13	-1	2	-11	-0.5	-1.3	4	4.1	-2	-19
15	Cc1noc(C)c1CN1C(=O)c2ccc([N+](=O)[O-])cc2C1=O	3.2	-6	-3	2	-19	-2.9	-1.4	9	2.1	-4	-4
16	COC(=O)C(C)(C)NC(=O)c1cccs1	0.7	0	5	-4	-8	0.9	-1.0	-3	1.6	1	0
17	COc1ccc(N2CC(C(=O)NCc3ccccc3)CC2=O)cc1 (stereo not drawn)	-1.0	-6	1	-4	-2	0.5	-0.9	-22	0.7	9	-1
18	CCn1c(COC(=O)CNC(=O)c2cc(OC)c(OC)c(OC)c2)nc2cc(S(=O)(=O)N(C)C)ccc21	0.1	4	-2	-7	0	-0.3	-1.1	-17	-0.3	0	-5
19	Cc1ccc(NC(=O)c2cc(-c3ccccc3O)n[nH]2)cc1Cl	/	10	2	0	1	/	-1.3	1	1.4	0	5
20	CCCCN1CNC(=S)N(c2ccccc2OCC)C1	-2.0	11	-1	1	-2	-0.4	-2.8	-3	1.7	-1	4
21	C[C@H]1CN([C@@H](C)CO)C(=O)c2cccc(NS(=O)(=O)c3ccc(F)cc3)c2O[C@H]1CN(C)S(=O)(=O)c1cn(C)cn1	2.2	-13	-3	-2	-12	-1.8	-0.2	-5	1.4	1	-6
22	Nc1cc(=O)[nH]c(SCC(=O)NNC(=O)c2ccccc2)n1	0.9	76	-3	-4	-3	0.0	2.6	-13	0.8	5	-9
23	O=C(/C=C/c1ccc(F)cc1)NC(=S)Nc1ccccc1C(=O)NC1CCCCC1	-2.5	-8	3	3	8	0.4	0.8	1	1.2	-1	-4
24	CCC(CC)C(=O)Nc1ccc(C)c(O)c1	4.5	16	-2	-6	-10	-1.0	-1.1	-8	2.1	3	2
25	COc1ccccc1NC(=O)NCCN1CCNC1=O	0.2	8	-1	0	-8	-0.2	1.0	-15	1.9	7	-5

Three of the entries above in order of their number in SUMO Mot1 rescue, largest number first:
no. | SMILES | SUMO Mot1 rescue
7 | CC(=O)N1CCN(C(=O)COc2ccccc2C(=O)Nc2ccccc2)CC1 | 93
20 | CCCCN1CNC(=S)N(c2ccccc2OCC)C1 | 11
25 | COc1ccccc1NC(=O)NCCN1CCNC1=O | 8

Going on with the list.
cpd	canonical_smiles	AddAB inh	SUMO Mot1 rescue	DAGLB inh	PKA-R2B act	PKA-R1A act	E coli growth	CDK5 inh	HTR5A inv ag	phage Ecoli inh	HTR5A ag	Tat transport
26	O=C(CCC1CCCN(Cc2cccc(Cl)c2)C1)NCc1ccccc1F (stereo not drawn)	-0.1	-5	2	4	3	1.1	0.5	-3	2.8	-5	-6
27	O=c1[nH]c2ccc(NC(=S)Nc3ccc(Cl)cc3)cc2[nH]1	4.2	4	0	1	-2	2.6	-0.3	20	2.0	-9	0
28	O=C(NCc1ccco1)c1nn2c(C(F)(F)F)cc(-c3cccs3)nc2c1Cl	2.5	123	2	-1	-5	1.9	0.6	7	-0.2	0	1
29	Cn1cc(/C=C(\C#N)C(=O)Nc2cccc([N+](=O)[O-])c2)c2ccccc21	-1.9	1	0	7	12	3.2	0.4	7	3.5	-2	17
30	C/C=C(\C)C(=O)NCCN1C2=NC[C@H](Cc3ccc(O)cc3)N2C[C@@H]1Cc1ccc(OC)cc1	0.7	-2	-1	-14	-6	0.5	-3.2	-11	0.2	-5	0
31	CN(C)c1oc(/C=C/c2ccccc2)nc1C#N	0.3	8	-2	-9	-16	3.1	0.4	-17	2.5	3	-1
32	COc1ccc(NC(=O)CSc2nc3ccccc3c(=O)n2C)cc1	-0.4	-24	-1	-7	-9	3.2	1.0	2	-10	1	1
33	CN(C)C(CNC(=O)c1cc(S(=O)(=O)N2CCOCC2)ccc1F)c1cccs1 (stereo not drawn)	0.8	-4	-1	2	-7	1.0	1.8	17	2.8	3	-4
34	CC1=C(C(=O)Nc2cc(-c3cccc(F)c3)[nH]n2)C2(CCCCC2)OC1=O	3.4	-9	4	1	-6	-0.1	-0.6	-16	2.3	5	0
35	O=C(O)CNC(=O)c1ccccc1Br	2.1	5	1	12	3	1.5	-1.2	8	5.0	-3	5
36	O=C(CN1C(=O)NC2(CCc3ccccc3C2)C1=O)NCC(F)(F)F (stereo not drawn)	0.7	-5	-1	-1	-14	-0.2	0.3	-7	1.6	2	-7
37	COCCn1c(-c2ccc(F)cc2)nc2cccnc21	-1.1	4	-3	-3	0	-0.9	-0.3	-4	-0.1	1	-9
38	O=C(CC(=O)c1ccccc1)Nc1ccc(Cl)cc1	0.9	20	0	-5	-3	0.7	2.3	-2	4.2	0	-2
39	CNC[C@H](NC[C@@H](NCCCc1ccccc1)c1ccccc1)[C@H](C)O	-1.0	-8	-1	5	7	-3.5	-0.5	8	1.9	0	-4
40	COc1ccc(N(C(=O)COc2ccccc2OC)S(=O)(=O)c2ccc(C)cc2)cc1	1.5	31	-3	-8	-22	-2.3	0.5	-3	1.4	6	1
41	N#C/C(=C/c1ccccc1)C(=O)OCC(=O)Nc1ccccc1[N+](=O)[O-]	1.3	-4	1	4	3	0.3	0.0	-6	1.9	3	8
42	COC(=O)C1=C(C)NC(=O)C1(NC(=O)CN1CCCC1=O)C(F)(F)F (stereo not drawn)	0.3	-8	-1	-9	-14	-0.4	-0.8	11	0.3	-4	-3
43	O=C(NCCc1c[nH]c2ccccc12)c1ccccc1	1.1	-2	-3	-5	-5	0.8	-0.2	-33	1.8	1	1
44	COc1ccc(CNC(=O)CN(c2cccc([N+](=O)[O-])c2)S(C)(=O)=O)cc1	-0.4	10	-1	-12	-5	-1.4	1.6	22	2.2	3	9
45	COc1cccc(N2C(N)=NC(N)=NC2(C)C)c1	1.7	3	-1	-7	-15	-0.1	0.6	-13	1.1	5	0
46	O=C(Cn1c(NCCCO)nc2ccccc21)c1ccco1	5.4	-23	2	-9	-9	-1.1	2.0	17	2.9	0	-4
47	Cc1ccc(-n2ncc3c2CC(C)(C)CC3NC(=O)CCc2ccc(=O)[nH]n2)cc1 (stereo not drawn)	0.2	4	0	2	-9	1.8	1.1	6	-0.7	1	-2
48	CCCNC(=O)N1CCCC(C(N)=O)C1 (stereo not drawn)	7.6	-8	-4	1	-9	2.8	0.1	-6	2.1	2	1
49	COc1cccc(CNC(=O)CSc2nnc3c(n2)[nH]c2ccc(OC)cc23)c1	0.8	9	1	5	5	-0.2	-0.7	-9	2.1	3	-4
50	Cc1cc(C)nc(SCC(=O)Nc2ccc(S(=O)(=O)NCCO)cc2)n1	-0.2	/	0	-1	-4	-0.9	-0.9	5	0.8	-2	0
51	COC(CNS(=O)(=O)c1ccc(S(=O)(=O)NC2CC2)cc1)OC	/	-16	1	-7	-7	/	-0.2	10	-0.1	-4	1
52	COc1ccc(OCc2nnc(SCC(=O)N3CCCc4ccccc43)n2-c2ccc(C)cc2)cc1	2.3	-4	2	-3	-6	-0.8	-1.2	-9	2.1	9	20
53	Cn1c2c(c(=O)n(C)c1=O)C(c1ccc(Cl)cc1)C(C#N)=C(N)O2 (stereo not drawn)	2.7	5	-1	-11	-12	-2.0	0.3	12	1.3	-3	-7
54	CCCCCCCCC(=O)N/N=C(\C)c1cccnc1	-0.4	157	-2	-16	-11	0.6	0.9	-10	1.7	-2	-3
55	O=C(N/N=C/c1ccc([N+](=O)[O-])o1)C(O)c1ccccc1 (stereo not drawn)	86*	-12	0	-5	1	15*	0.6	-11	11	3	-20
56	O=C(O/N=C1\CCCc2ccccc21)c1cccs1	1.4	-19	-13	0	-5	2.7	2.0	-11	0.4	4	-2
57	CC(=O)C[C@H]1c2cc(C(F)(F)F)ccc2S(=O)(=O)N1C1CCCC1	3.8	-3	-4	0	6	1.0	0.7	-7	3.7	-2	-20
58	OC(CCCN1CCCCC1)(c1ccccc1)c1ccccc1	-1.8	117&8	-1	4	1	3.7	-0.2	-31	5.0	-1	-7
59	O=C(c1ccc(Br)o1)N1CCN(c2ncccn2)CC1	1.8	-1	-2	0	-11	1.4	-0.9	-11	0.6	3	-1
60	O=C(CSc1ncn[nH]1)Nc1ccc(OCc2ccccc2)cc1	-2.1	39	2	2	0	-2.9	-0.4	-18	2.9	6	12
61	COc1cc(NC(=O)c2ccccc2)c(OC)cc1NC(=O)Cc1cccs1	1.0	2	/	/	/	-3.1	1.4	/	0.3	/	-1
62	CCOc1cc(NC(=O)c2ccco2)c(OCC)cc1NC(=O)COc1ccccc1C	-0.5	15	-1	0	-2	-0.2	-2.5	-19	2.6	3	-2
63	COc1cccc(S(=O)(=O)NCC(=O)Nc2ccc(C(C)(C)C)cc2)c1	1.0	14	-4	8	0	-3.0	-2.3	7	3.1	4	-2
64	CC(C(=O)Nc1ccc2c(c1)OCO2)N(C)CC(=O)Nc1ccccc1Cl (stereo not drawn)	-1.0	-2	-1	-6	14	-2.3	-0.5	7	1.8	-3	-7

High-throughput results (PubChem)
